mIDH1 inhibitor: inhibitors of human mutant IDH1 R132H; actives 0.093% (n = 390,000); AID 602179; O75874; Potency, µM (titrated, usually from 76.6 µM), for the others: at the top dose activity change, negative = inhibition, actives largely listed as inhibitors; IDH1-R132H enzyme, NADPH consumption, diaphorase/resazurin fluorescence; further: potency means the concentration at half of the fitted maximal effect; on the % scale 0 is the no-effect control and ±100 the full control effect; nearly all actives have a fitted effect of over 65% in size
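IDH1-R132H (0.5 ug/mL) preincubated 30 min with compound, then NADPH (0.016 mM) and alpha-KG (2 mM) added; 80 min at RT, pH 7.5. Remaining NADPH coupled via diaphorase/resazurin to fluorescence (540/590 nm); concentration-response curves normalized to no-enzyme control.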
PI4K2A block: blocks human PI4K2A kinase activity. Q9BTU6. purified PI4K2A, ADP-Glo luminescence, 1 h; active compounds read low. activity change, negative = inhibition, % at 76.9 µM. actives 0.13% (n = 420,000). AID 1346378; in the data active means activity change below about -50%; inconclusive means mostly about -30% to -49%;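 further: -100% = wells without enzyme as full effect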
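Compounds are screened against recombinant PI4K2A using PI as substrate and ATP, the latter dispensed at 300 microM. Reactions run one hour at ambient temperature before ADP-Glo detection; full inhibition defined by wells lacking enzyme.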
LDHA block: LDHA (human) enzyme inhibition | P00338 | purified LDHA, NADH/diaphorase-resazurin fluorescence; active compounds read low | activity change, % (values are at about 110 or 230 µM) | actives 0.15% (n = 480,000) | AID 1347041; in the data active means activity change below about -30%; inconclusive means mostly about -25% to -30%;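 further: plate controls were DMSO wells for no effect and wells without enzyme for full effect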
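Human LDH5 (2 nM) was incubated with 0.06 mM NADH and 0.2 mM pyruvate for 5 min at room temperature in Tris pH 7.4. Remaining NADH was coupled through diaphorase/resazurin, and resorufin fluorescence was read at 0 and 20 min.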
TrxR1 substrate: is turned over as a substrate by rat TrxR1; O89049; purified TrxR1 substrate turnover, NADPH consumption readout; Potency, µM (top dose mostly 114 µM), without a hit: at the top dose activity change, negative = substrate turnover; actives 0.01% (n = 390,000); AID 588456; further: potency means the concentration at half of the fitted maximal effect; on the % scale 0 is the no-effect control and ±100 the full control effect; nearly all actives have a fitted effect of over 50% in size
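Rat TrxR1, dispensed at 90 nM, was prereduced with 400 uM NADPH (final) for 5 min at ~22 deg C, then incubated with compound 15 min before 400 uM selenite. A first-read NADPH fluorescence drop versus no-compound background flagged substrates.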
Glioma ERSR ind: induces the endoplasmic reticulum stress response in human glioma cells | U87-MG GRP78 promoter luciferase reporter, 16 h | Potency, µM, without a hit: top-dose activation, usual class: activators | actives 0.02% (n = 420,000); further: potency means the concentration at half of the fitted maximal effect; series mostly up to about 76 µM; % of control where 0% means no effect; nearly all actives have a fitted effect of over 35% in size
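Stably transfected U87-MG glioma cells carrying a GRP78-based luciferase sensor; 16 h compound incubation. Luminescence end-point read 10 min after Bright-Glo addition at room temperature.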
Vif-A3G inh: blocks the Vif interaction with human APOBEC3G; Q9HC16; HeLa A3G-eYFP + Vif (tagged APOBEC3G with the HIV-1 protein that degrades it), YFP fluorescence, overnight; Potency, µM (doses to about 46.1 µM), for the others: at the highest dose activity, negative = active, actives largely listed as inhibitors; actives 0.076% (n = 410,000); AID 602310;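 further: potency means the concentration at half of the fitted maximal effect; on the % scale 0 is the no-effect control and ±100 the full control effect; nearly all actives have a fitted effect of over 60% in size; hits raise eYFP signal because A3G escapes Vif-driven loss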
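Read-out is eYFP fluorescence (Ex 488/Em 500-530) from Vif-expressing HeLa A3G-eYFP cells; more signal means A3G escaped Vif-mediated degradation. Cells plated overnight, compound pinned in, incubated overnight at 37 deg C.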
RXFP1 agonist: activates the human relaxin receptor RXFP1; Q9HBX9; HEK293T-RXFP1 cAMP TR-FRET, 30 min; response scale: percent of porcine relaxin response, buffer zero; Potency, µM (titrated, usually from 57.5 µM), without a hit: at the highest dose activation, actives largely listed as activators; actives 0.3% (n = 370,000); AID 2676; further: potency means the concentration at half of the fitted maximal effect; on the % scale 0 is the no-effect control and ±100 the full control effect; nearly all actives have a fitted effect of over 60% in size; many of its hits are not listed in these tables
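Agonist response is measured as cAMP accumulation in an RXFP1-transfected HEK293T line under PDE4 inhibition. Values are scaled between buffer-only and 29 nM porcine relaxin, and EC50s come from standard Hill equation fits.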
USP1-UAF1 inh: blocks the human USP1/UAF1 deubiquitinase complex | O94782 | recombinant USP1/UAF1, Ub-Rhodamine cleavage fluorescence | Potency, µM (highest dose often 57.1 µM), without a hit: top-dose activity change, negative = inhibition, most hits filed as inhibitors | actives 0.23% (n = 390,000) | AID 743255; further: potency means the concentration at half of the fitted maximal effect; on the % scale 0 is the no-effect control and ±100 the full control effect; nearly all actives have a fitted effect of over 60% in size; inactives centre near -12
Target sequence (O94782 whole entry, looked up): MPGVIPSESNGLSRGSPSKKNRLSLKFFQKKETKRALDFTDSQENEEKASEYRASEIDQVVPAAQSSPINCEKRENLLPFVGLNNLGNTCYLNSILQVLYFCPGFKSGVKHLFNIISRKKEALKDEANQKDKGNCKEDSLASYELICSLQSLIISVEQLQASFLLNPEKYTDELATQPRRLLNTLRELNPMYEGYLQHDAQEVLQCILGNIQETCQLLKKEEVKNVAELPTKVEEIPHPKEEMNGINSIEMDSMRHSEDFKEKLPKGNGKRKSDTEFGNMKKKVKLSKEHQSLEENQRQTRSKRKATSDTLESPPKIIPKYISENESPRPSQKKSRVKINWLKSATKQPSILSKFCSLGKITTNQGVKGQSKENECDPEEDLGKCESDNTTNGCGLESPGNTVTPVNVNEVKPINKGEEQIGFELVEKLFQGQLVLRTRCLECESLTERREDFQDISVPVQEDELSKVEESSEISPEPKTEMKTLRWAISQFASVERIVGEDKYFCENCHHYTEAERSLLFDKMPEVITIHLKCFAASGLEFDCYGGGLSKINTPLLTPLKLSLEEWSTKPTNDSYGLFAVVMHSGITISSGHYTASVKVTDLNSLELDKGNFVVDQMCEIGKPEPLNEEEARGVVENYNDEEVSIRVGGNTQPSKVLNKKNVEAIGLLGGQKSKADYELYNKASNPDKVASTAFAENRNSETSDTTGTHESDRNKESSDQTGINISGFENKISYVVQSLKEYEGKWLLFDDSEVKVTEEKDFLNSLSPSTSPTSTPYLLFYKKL
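USP1/UAF1 complex at 1 nM was preincubated with compound for 15 min at room temperature, then Ub-Rho substrate (150nM final) was added. Fluorescence (480/540 nm) was read kinetically, 6 reads every 60 seconds.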
Vif-A3F inh: blocks the Vif interaction with APOBEC3F | HeLa A3F-eYFP + Vif (tagged APOBEC3F with the HIV-1 protein that degrades it), YFP fluorescence increase | Potency, µM (doses to about 46.1 µM), without a hit: at the top dose activity, negative = active | actives 0.2% (n = 390,000) | AID 602313; further: potency means the concentration at half of the fitted maximal effect; % of control where 0% means no effect; nearly all actives have a fitted effect of over 65% in size
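HeLa cells stably expressing Vif plus C-terminally eYFP-tagged A3F were seeded, incubated overnight at 37 deg C, dosed with compound, incubated overnight again at 37 deg C. Yellow fluorescence (Ex 488/Em 500-530) reported blocked Vif-mediated A3F-eYFP degradation.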
* hit, by the source's call; ? = inconclusive; · = no result given; & = joins results of further samples; [ ] = dose if it differs, or a comment. Unless noted, the call rests on the fitted dose curve; in most records, active means well fitted curve in the direction sought with a large enough effect; inconclusive means small, poorly fitted or top-dose-only effect, or another doubt; inactive means no such curve, though single readings can be large; an effect the other way counts as inactive or inconclusive.

mol,mIDH1 inhibitor,PI4K2A block,LDHA block,TrxR1 substrate,Glioma ERSR ind,Vif-A3G inh,RXFP1 agonist,USP1-UAF1 inh,Vif-A3F inh
CS(=O)(=O)c1ccc(C(=O)NCc2ccc(F)cc2)cc1,1%,3,-4,10%[57.1 µM],-1%,0%,1.3%,-15%,17%
O=C(c1cccc(S(=O)(=O)N2CCCCC2)c1)N(CCc1ccccc1)Cc1ccccc1,-2%,2,-5,-1%,1%,-8%,1.4%,-20%,3%
CC(C)(C)c1cc(C(=O)N/N=C/c2ccc(-c3ccccc3[N+](=O)[O-])o2)n[nH]1,8%,1,8,-10%,0%,-2%,-1.8%,?,0%
Cc1ccc(C)c(N2CCN(C(=O)c3ccc4c(c3)N(Cc3ccc(F)cc3)C(=O)c3ccccc3S4=O)CC2)c1 (stereo not drawn),-1%,-1,-4,6%,-2%,-3%,-3.8%,-26%,5%
CC1CCCCN1CC(=O)Nc1ccccc1Sc1ccccc1 (stereo not drawn),7%,-5,1,-5%,-6%,2%,1.8%,-22%,5%
COc1ccc(S(=O)(=O)Nc2ccc3c(c2)C(=O)N([C@@H](C)CO)C[C@@H](C)[C@H](CN(C)S(=O)(=O)c2ccc(F)cc2)OCCCC[C@H](C)O3)cc1,-4%,-1,-4,·,-4%,-6%,·,?,1%
CCOC(=O)c1ccc(N=c2sc(C(=O)OC)cc(=O)n2Cc2ccco2)cc1,-6%,3,2,-12%,?,?,2.4%,-14%,-7%
COc1ccc(CCN2CCC(CNC(=O)c3cnn(-c4ccc(C)cc4)c3C3CCN(C(=O)OC(C)(C)C)CC3)CC2)cc1,-1%,-2,-8,-7%,-2%,-4%,-4.0%,-19%,2%
Cc1cc(Br)cn2ccnc12,-1%,-2,4,0%[57.1 µM],-3%,-1%,9.8%,-5%,-8%
Cn1nc(C(=O)OCC(=O)Nc2cccc(S(=O)(=O)N3CCCC3)c2)c2ccccc2c1=O,1%,-10,-5,6%,-3%,0%,-1.8%,-17%,15%
CC(C)(C)C1CCC(OC(=O)CN2CCCCC2)CC1 (stereo not drawn),6%,-4,-2,-8%,-5%,0%,5.5%,5%,-3%
O=C(NNC(=O)c1ccncc1)Nc1cc(Cl)ccc1Cl,-1%,0,-5,-10%,6%,-1%,·,-11%,3%
CC(=O)C1=C(C)NC(SCC(N)=O)=C(C#N)C1c1cccnc1 (stereo not drawn),2%,-2,5,9%[2.29 µM],-4%,1%,1.6%,-5%,-1%
Cc1ccc(NC(=O)C(Nc2cccc(C)c2)c2ccccc2)cc1 (stereo not drawn),-9%,-2,1,-4%,1%,-1%,0.2%,-17%,-6%
CCOc1nc(NC(=O)NS(=O)(=O)Oc2ccccc2Cl)nc(-c2ccccc2)n1,-2%&0%,-13&0,3&-4,6%[11.4 µM],1%&3%,-4%&-1%,1.3%&-1.6%,-32%&-25%,-12%&-2%
COC(=O)c1cn(C(=O)c2ccc(F)cc2)c2ccccc12,3%,-1,-2,7%,0%,-8%,-1.7%,-21%,-1%
Cc1cc(=O)n2c(C(=O)Nc3ccc(C(=O)OC(C)C)cc3)c(C(=O)Nc3ccccc3)sc2n1,4%,4,-3,-2%,16%,-6%,?,-14%,-6%
COc1ccc(CC(=O)Nc2nc(-c3ccc(F)c(F)c3)cs2)cc1OC,7%,0,2,-11%,-3%,-12%,0.3%,-11%,12%
CN(CCOc1ccccc1)C(=O)c1cc(COc2c(F)cccc2F)on1,0%,3,0,-2%,7%,-1%,2.3%,-26%,9%
O=C(Cn1cc(C(=O)c2ccco2)c2ccccc21)Nc1ccccc1F,17%,-2,-7,-2%[57.1 µM],0%,-4%,-0.5%,-2%,-6%
CN(C)/C(=N\S(=O)(=O)c1ccccc1)c1ccc(F)cc1,-5%,-4,-10,-10%,-2%,2%,3.9%,-9%,-7%
CC(=O)c1cccc(NC(=O)NC(C)c2ccncc2)c1 (stereo not drawn),-2%,-3,-2,4%[57.1 µM],-4%,2%,1.5%,0%,-17%
CCOC(=O)c1ccc(NS(=O)(=O)c2ccc(SC)cc2)cc1,3%,2,-2,9%,-3%,-1%,0.4%,-13%,-9%
C=C1CCN([C@H](C(=O)NCc2ccc(Cl)cc2)C(C)C)S(=O)(=O)c2ccccc21,11%,5,0,2%,-6%,0%,-1.4%,-30%,-2%
CCN(CC(=O)Nc1cc(Cl)ccc1C)C(=O)CSCc1ccc(C)cc1,9%,-1,0,-4%,-2%,-14%,2.4%,-12%,-16%
Cc1cc(C)cc(NC(=O)N(C)Cc2ccccc2)c1,-2%,-7,-4,6%,0%,5%,2.4%,-21%,9%
C[C@@H](C(=O)N1CCN(Cc2ccc3c(c2)OCO3)CC1)n1nnc2ccccc2c1=O,0%,-2,3,1%,1%,4%,2.5%,-8%,2%
CCCc1cc(C(=O)N2CCCC(N3CCN(c4ccccc4C)CC3)C2)n(C)n1 (stereo not drawn),2%,-9,-1,6%,1%,2%,0.3%,-29%,-7%
CC(C)Cc1csc(NC(=O)c2ccccc2Cl)c1C(=O)O,6%,4,-3,-11%,0%,3%,-1.0%,-7%,-20%
CC[C@H](C)[C@H](NC(=O)c1ccc(Cl)cc1)C(=O)OCC(=O)c1ccc2c(c1)NC(=O)CO2,-10%,-4,-10,-1%[57.1 µM],-15%,-25%,-0.5%,-20%,-10%
COc1ccc(CN(C)C(=O)c2cc(S(=O)(=O)N3CCOCC3)ccc2N2CCCC2)cc1,0%,-1,-4,-10%[57.1 µM],0%,-6%,0.2%,-7%,-4%
CCc1ccc(-n2c(=O)c3sc4ccccc4c3n(Cc3cccc(F)c3)c2=O)cc1,13%,6,-1,2%,2%,-1%,7.6%,-29%,5%
CC1(C)C(=O)N(c2ccccc2F)C(=O)c2ccccc21,4%,-22,-1,1%,-4%,0%,3.0%,-10%,1%
CCc1cc2c(NCC(=O)O)ncnc2s1,2%,3,-7,13%[57.1 µM],0%,1%,-2.7%,-6%,2%
Cc1cc(C(=O)NCC(=O)OC(C(=O)Nc2cc(C(F)(F)F)ccc2Cl)c2ccccc2)ccc1[N+](=O)[O-] (stereo not drawn),0%,-5,-1,8%[57.1 µM],-3%,6%,1.7%,0%,8%
COc1ccc(-c2nc(CS(=O)(=O)CC(=O)NCCc3ccc(C)cc3)c(C)o2)cc1,12%&-14%,-6&0,1&5&-20,6%&8%,-4%&-3%,2%&5%,3.5%&-1.1%,-14%&-1%,2%&2%
COc1ccc(C(C#N)=C2C=CC(=NO)c3ccccc32)cc1,·,-4,9,·,2%,-6%,·,·,·
CC(=O)N1CCCc2cc(S(=O)(=O)Nc3ccc(C)cc3C)ccc21,-2%,-13,-3,13%[57.1 µM],-5%,0%,-1.4%,-19%,-3%
COC1=C(Nc2ccc(C)cc2)C(=O)c2ccccc2C1=O,-4%,-17,21,-2%,2%,-7%,-2.1%,-18%,1%
Cn1c(=O)[nH]c(=O)c2c1nc(N1CCCC1)n2CCCSc1nnnn1-c1ccccc1,6%,-13,-6,-7%,-6%,1%,0.5%,-16%,-14%
COc1ccccc1NC(=O)c1ccc(NC(=O)CN2CCN(C(=O)c3ccco3)CC2)cc1,-1%,1,-2,-6%,1%,1%,9.0%,-12%,-1%
CC1(C)Cc2cccc(C(=O)NCc3ccco3)c2O1,-2%,-10,-6,13%,-4%,-5%,0.2%,-10%,5%
CCN(Cc1ccncc1)Cc1cn[nH]c1-c1cc(OC)c(OC)c(OC)c1,18%,-4,-8,2%,-8%,4%,-2.4%,-7%,-15%
O=c1cnc2cc([N+](=O)[O-])ccc2[nH]1,-3%,6,-5,-13%,-4%,-9%,-0.4%,-12%,-2%
O=C(c1ccc(F)cc1)N1CCN(c2ncccn2)CC1,12%,-5,-6,0%,-7%,2%,0.0%,-20%,1%
CC(C)(Oc1ccc(Cl)cc1)C(=O)O/N=C(\N)c1ccncc1,0%,-15,-10,-1%[57.1 µM],1%,3%,3.4%,-1%,-3%
Cc1ccn2cc(CCNC(=O)CC3CCCCC3)nc2c1,8%,-1,-2,35%[activator],-5%,-4%,0.8%,-5%,1%
COc1ccc(CNC(=O)C(C)n2nc(C)c3c(C)n(-c4ccc(C)cc4)nc3c2=O)cc1 (stereo not drawn),0%,10,-2,-7%,?,2%,0.4%,-24%,1%
CCc1cc(C(=O)OCC(=O)N2CCC(c3ccccc3)=N2)sc1C,5%,-1,1&-2,3%,-1%,-2%,-0.7%,-26%,-4%
Cc1ccc(NC(=S)NCCSc2ccc(Cl)cc2)cc1,-8%,-1,-11,5%,-5%,2%,1.3%,-10%,0%
O=C(NCc1nnc(SCC(=O)N2CCCc3ccccc32)o1)c1c(F)cccc1Cl,0%,-3,2,1%,-2%,-1%,-3.6%,-18%,-2%

Screening results deposited in PubChem BioAssay by National Center for Advancing Translational Sciences (NCATS).

These rows are one share of the data. The share of hits here may be higher or lower than overall.
